Source: PubChem
pAkt inh – inhibitors of Akt phosphorylation. AID 651550. activity change, % for hits at 50 µM. Neuro2A IGF-stimulated pAkt S473 HTRF, 20 min; active compounds read low. 0.32% of 360,000 active; in the data active = activity change below about -80%; inconclusive = mostly about -51% to -80%; also: % is scaled to controls: 0 for no effect and ±100 for the full control effect
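Neuro2A cells (4,500/well, DMEM with 0.5% FBS) were treated with compound at a single 50 µM final concentration, stimulated with 6 nM IGF for 20 min at 37 °C, and lysed. Phospho-Akt Ser473 was read by HTRF as 665/615 ratio ×10^4.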
Mm-Cpn inhibitor – inhibitors of Methanococcus maripaludis chaperonin (MmCpn); purified Mm-Cpn ATPase, ADP Transcreener TR-FRET; Potency, µM (series often up to 76.9 µM), for the others: at the highest dose activity, negative = inhibition, actives largely listed as inhibitors; 0.031% of 330,000 active; also: potency is read from the fitted curve at half-maximal effect; % is scaled to controls: 0 for no effect and ±100 for the full control effect; nearly all actives have a fitted effect of over 80% in size
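Eu-cryptate anti-ADP/ADP-d2 competition gives a ratio inversely related to ADP. Enzyme at 25 nM was pre-exposed to compound for 10 min, then given 10 uM ATP for 30 min, 37°C throughout.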
EPAC2 antagonist – blocks human EPAC2 exchange factor | 0.18% of 360,000 active | Q8WZA2 | AID 720708 | Potency, µM (top dose mostly 114 µM), inactives show at the top dose activity, negative = inhibition, actives largely listed as inhibitors | EPAC2 GEF exchange of Rap1B-BODIPY-GDP, fluorescence; also: potency is read from the fitted curve at half-maximal effect; % is scaled to controls: 0 for no effect and ±100 for the full control effect; nearly all actives have a fitted effect of over 45% in size; many of its hits are not listed in these tables
CCT modulator – cytosolic chaperonin activity modulation | purified chaperonin ATPase assay, HTRF ADP detection, 30 min | activity change, % (concentration not given with the values), hits read low | 0.3% of 360,000 active | AID 651819; in the data active = activity change below about -30%; also: % is scaled to controls: 0 for no effect and ±100 for the full control effect
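Nucleotide hydrolysis assay: TRiC at 20–40 nM final (set by batch activity) with 10 uM ATP, 30 min at 37 °C, in presence of 76 uM compound. Detection by competitive ADP HTRF, 30 min ambient.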
DRD3 antagonist – antagonists of human D3 dopamine receptor; max response, negative = inhibition, %; D3R cells, DiscoveRx beta-arrestin luminescence, antagonist mode; active compounds read low; P35462; AID 652054; 2.5% of 360,000 active; in the data active = max response below about -50%; inconclusive = no clear call, values can overlap the other calls; also: % is scaled to controls: 0 for no effect and ±100 for the full control effect; mostly tested at two doses, the higher about 12 µM
Target sequence (P35462 whole entry, looked up): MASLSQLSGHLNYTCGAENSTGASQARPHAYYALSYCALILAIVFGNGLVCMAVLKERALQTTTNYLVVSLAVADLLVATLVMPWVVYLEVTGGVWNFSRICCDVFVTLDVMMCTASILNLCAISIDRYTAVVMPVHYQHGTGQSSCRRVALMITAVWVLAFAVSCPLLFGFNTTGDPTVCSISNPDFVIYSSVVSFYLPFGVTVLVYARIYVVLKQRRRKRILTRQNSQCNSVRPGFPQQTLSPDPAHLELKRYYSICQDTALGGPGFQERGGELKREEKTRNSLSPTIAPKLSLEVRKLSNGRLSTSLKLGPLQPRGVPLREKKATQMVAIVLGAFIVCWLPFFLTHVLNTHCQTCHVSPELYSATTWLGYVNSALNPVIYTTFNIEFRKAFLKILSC
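Cells expressing the human receptor were seeded at 1500 cells/well, incubated overnight at 37 degrees C in 5% CO2, then exposed to library compounds with dopamine controls for 90 minutes at 37 degrees C before luminescent detection.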
EPAC2 agonist – EPAC2 (human) agonism | Q8WZA2 | EPAC2 activation, biochemical qHTS; response scale: 100% = 6.5 mM cAMP response | Potency, µM (doses to about 154 µM), without a hit: at the top dose activation, actives largely listed as activators | 0.079% of 360,000 active; also: potency is read from the fitted curve at half-maximal effect; nearly all actives have a fitted effect of over 50% in size
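Setup: EPAC2 100 nM, labeled Rap1B complex 250 nM, free GDP 50 uM. Compound titrations pinned in, brief spin, 5 min room temperature incubation. Kinetic fluorescence read over 30 min, normalized to 6.5 mM cAMP.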
PTHR1 ag – PTHR1 (human) receptor agonism; Q03431; HEK293 GP2 PTHR1 cells, GloSensor cAMP luminescence, 1 h; Potency, µM (highest dose often 115 µM), for inactives: top-dose activation, hits mostly activators; 0.075% of 410,000 active; AID 743266; also: potency is read from the fitted curve at half-maximal effect; nearly all actives have a fitted effect of over 55% in size; some results filed as inactive show a strong effect at the top dose; inactives centre near -15; many of its hits are not listed in these tables
Target sequence (Q03431 whole entry, looked up): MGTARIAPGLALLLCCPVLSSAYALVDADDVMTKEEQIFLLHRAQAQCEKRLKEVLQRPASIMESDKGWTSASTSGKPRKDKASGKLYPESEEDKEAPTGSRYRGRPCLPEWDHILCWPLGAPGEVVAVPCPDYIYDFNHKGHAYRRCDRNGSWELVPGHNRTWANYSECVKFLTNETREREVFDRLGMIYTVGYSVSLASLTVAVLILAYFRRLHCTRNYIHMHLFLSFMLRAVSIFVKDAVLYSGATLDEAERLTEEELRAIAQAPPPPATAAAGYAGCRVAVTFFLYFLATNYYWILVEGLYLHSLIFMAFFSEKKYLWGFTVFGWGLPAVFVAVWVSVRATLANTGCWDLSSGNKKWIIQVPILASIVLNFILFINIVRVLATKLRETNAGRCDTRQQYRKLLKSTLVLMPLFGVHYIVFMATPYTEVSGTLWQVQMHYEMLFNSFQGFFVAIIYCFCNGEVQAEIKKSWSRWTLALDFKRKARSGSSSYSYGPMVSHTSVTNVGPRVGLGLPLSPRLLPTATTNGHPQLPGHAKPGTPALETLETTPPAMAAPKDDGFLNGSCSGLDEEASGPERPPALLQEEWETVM
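HEK-293-derived GP2 cells expressing PTHR1 and a GloSensor cAMP reporter, 3,000/well, plated overnight, given luciferin plus IBMX (each 0.5 mM as added) for 1 h at 37 °C, then compound for 1 h at 37 °C. Luminescence was read after 15 min at room temperature.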
D3 ag – D3 dopamine receptor (human) agonism; max activation, %; 0.58% of 410,000 active; AID 652048; P35462; D3R DiscoveRx beta-arrestin cells, luminescence, 90 min; in the data active = max activation above about 30%; also: 0% is about no effect; mostly tested at two doses, the higher about 12 µM
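Agonist mode: compounds and dopamine controls were applied to plated cells for 90 min at 37 degrees C after an overnight attachment at 1500 cells/well. Luminescent read-out followed 30 - 60 minutes at room temperature with DiscoveRx detection reagent.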
* marks the source's active call; other numbers are inactive results; i = inactive; u = inconclusive; x = no result given; [ ] = remark or other dose. Unless noted, calls follow the shape of the dose curve; as a rule, active = well fitted curve in the direction sought with a large enough effect; inconclusive = small, poorly fitted or top-dose-only effect, or another doubt; inactive = no such curve, though single readings can be large; an effect the other way counts as inactive or inconclusive. An excerpt; the hit share may differ from the screen's.

SMILES	pAkt inh	CCT modulator	Mm-Cpn inhibitor	D3 ag	EPAC2 agonist	PTHR1 ag	DRD3 antagonist	EPAC2 antagonist
CNC(=O)NNC(=O)c1csc(-c2ccc(C(F)(F)F)cc2Cl)n1	i	-0.9	-5%	-1	-12%	-10%	-4	-16%
CCOC(=O)c1c(C)[nH]c(C(=O)Cn2nnc(-c3ccc(Cl)cc3)n2)c1C	i	-1.1	-1%	-10	5%	i	-12	3%
CS(=O)(=O)N1CCC(C(=O)N2CCN(c3ccccc3)CC2)CC1	i	-1.4	-2%	6	6%	-7%	4	-4%
CCOC(=O)c1cn2cccnc2n1	i	1.4	0%	-1	-5%	i	-4	19%
CCOc1cc(/C=C2/C(=N)N3N=C(CC)SC3=NC2=O)ccc1OC(=O)c1ccco1	i	-2.0	1%	-6	7%	i	-10	3%
Cc1cc(Cl)ccc1OCC(=O)OCC(=O)N1CCC(C(N)=O)CC1	i	-2.7	1%	7	3%	-22%	4	-1%
O=C(COc1ccc(F)cc1Br)NCCCN1CCCC1=O	i	-3.8	-2%	-7	7%	-33%	-13	1%
O=C(CSc1nnc(CNC(=O)c2c(F)cccc2F)o1)NCc1ccc2c(c1)OCO2	i	-0.9	x	0	15%	-6%	-20	7%
COc1ccc(-c2nc(-c3ccc(O)cc3O)cs2)cc1OC	i	1.7	-4%	39*	11%	-5%	47	-16%
CCS(=O)(=O)Nc1ccc(-c2cc(-c3ccccc3)c3cc(C)ccc3n2)cc1	i	-0.6	-1%	6	1%	i	-5	-25%
CC[C@]12c3[nH]c4ccccc4c3CCN1C(=O)C(CC(=O)NCCN1CCOCC1)C[C@@H]2C(=O)N1CCN(C(=O)C2CC2)CC1 (stereo not given in full)	i	-0.1	-2%	15	4%	-4%	47	9%
Cc1ccc(NC(=O)Nc2nc(-c3ccc(C)s3)cs2)cc1	i	-1.1	-1%	11	-73%[inhibitor]	-53%[inhibitor][57.5 µM]	4	-1%
Cn1c(CNC(=O)CCNC(=O)c2cccc(Cl)c2)cc(=O)n(C)c1=O	i	-1.1	1%	-1	-1%	-23%	-10	13%
CCCN(CCC)CCCOC(=O)c1ccc(Cl)cc1Cl	i	2.1	0%	-30	-5%	i	-69*	3%
O=C(NCCn1ccc2ccccc21)C1CCCCC1	i	-1.5	2%	1	13%	-16%	16	-12%
O=C(Cc1cccs1)Nc1ccc(S(=O)(=O)N2CCCC2)cc1	i	-1.2	0%	1	5%	-2%	-4	10%
COC(=O)c1cc(C)sc1NC(=O)CCc1ccccc1	i	-2.4	-1%	3	12%	i	14	-4%
CC(C)Cn1c(CN(Cc2ccccc2)Cc2ccccc2)nc2c1c(=O)n(C)c(=O)n2C	i	-2.2	-1%	1	4%	-8%	11	-21%
Cc1ccc(CNC(=O)c2ccc(S(=O)(=O)Nc3c(C)n(C)n(-c4ccccc4)c3=O)cc2)cc1	i	-0.2	-1%	0	13%	0%	3	9%
CC[N+](C)(CC)CC(=O)OCC1C(C)C=C(C)CC1C (stereo not given)	i	-1.5	-2%	-10	12%	i	0	-6%
Cc1ncc(CO)c(/C=N/NC(=O)c2ccoc2C)c1O	i	-0.9	-4%	5	7%	i	25	-12%
O=C1CCc2cc(NS(=O)(=O)c3ccc(Cl)cc3)cc3c2N1CC3	i	-3.2	4%	0	5%	-8%	-3	-7%
CCCCC[C@H](O)/C=C/C1=C(CCCCCCC(=O)O)C(=O)CC1	x	-4.0	-2%	-13	8%	17%	0	9%
Cc1ccccc1NC(=O)c1nc(S(C)(=O)=O)ncc1Cl	i	-5.2	0%	-13	2%	-36%[inhibitor]	-81*	5%
Cc1ccc2nc(SCC(=O)N3CCN(c4ccccc4)CC3)nc(=O)n2c1	i	0.1	0%	-11	1%	-18%	3	2%
COC(=O)C1=C(C)N(Cc2ccccc2)C(=O)N[C@H]1c1ccco1	i	-0.9	x	6	6%	-18%	-22	-8%
CCOc1ccc(-c2ccc(C3=CC(=O)C[C@H](c4ccc(F)cc4)C3)cc2)cc1	i	0.9	x	6	0%	-1%	28	-3%
Cc1ccc(-c2nn(C)c(=O)c3ccccc23)cc1CNC(=O)/C=C/c1ccccc1	i	-3.2	-1%	1	7%	-14%[57.5 µM]	-20	-4%
c1ccc2c(c1)[nH]c1c(N3CCOCC3)ncnc12	i	-0.5	-1%	3	6%	5%[57.5 µM]	8	-1%
O=C(c1ccc([N+](=O)[O-])cc1Cl)N1CCN(Cc2ccccc2)CC1	i	1.9	x	-6	6%	-16%	41	3%
Cc1ccc(C(=O)N/N=C/c2ccc([N+](=O)[O-])s2)cc1	i	0.8	1%	-14	5%	-4%[57.5 µM]	-21	6%
Cc1ccc(S(=O)(=O)N2CCOCC2)cc1NC(=O)CSc1ncccn1	i	1.8	0%	-2	1%	i	1	4%
CCOC(=O)C(Cc1ccc(OC)c([N+](=O)[O-])c1)NC(=O)CCC(=O)Nc1ccc(OC)cc1 (stereo not given)	i	-1.1	-2%	0	14%	i	0	-3%
Cc1ccsc1/C=N/NC(=O)c1ccc([N+](=O)[O-])cc1	i	1.5	1%	-14	9%	-8%	u	5%
COc1cccc(CSc2nc3cc4c(cc3cc2C)OCCO4)c1	i	-0.9	-10%	-2	7%	-22%	-17	-5%
COc1cccc(C(NC(C)=O)c2nc(-c3ccccc3OC)cs2)c1 (stereo not given)	x	-0.9	x	-9	13%	4%	0	u
Fc1ccccc1N1CCN(C(c2cccs2)c2nnnn2CCc2ccccc2)CC1 (stereo not given)	i	-0.1	-3%	4	4%	i	8	-4%
Cc1cc(C)c(CN2CCN(C(=O)Cn3ccc(NC(=O)OCc4ccccc4)nc3=O)CC2)c(C)c1	i	-0.7	2%	6	-8%	-29%	4	5%
Cc1ccc(C)c(Cn2nnc3c(=O)[nH]c(C4CCCN(C(=O)C5CCCCC5)C4)nc32)c1 (stereo not given)	i	0.2	0%	-1	-10%	-19%	13	u
COc1ccc(CN2CCCC(C(=O)c3ccc(Cl)cc3)C2)cc1Cn1cccn1 (stereo not given)	i	0.1	-1%	-12	3%	i	-22	-24%
COC(=O)c1ccccc1S(=O)(=O)C(C)(C)C	i	-0.9	0%	-1	-1%	i	-2	16%
COc1ccc(N2CCN(c3ccc([N+](=O)[O-])nc3)CC2)cc1	i	-0.3	0%	0	5%	-18%	-15	-5%
CCC(c1nnnn1CCOC)N1CCN(c2cccc(C(F)(F)F)c2)CC1 (stereo not given)	i	-6.7	-2%	-11	9%	i	-16	-8%
COCCCN(C(=O)c1ccccc1F)c1nc(-c2ccc(OC)cc2)cs1	i	-2.9	-8%	-7	17%	-35%	9	-11%
CCN(CC)S(=O)(=O)c1cccc(NC(=O)C2CC(=O)N(c3ccc4c(c3)OCCO4)C2)c1 (stereo not given)	i	-0.3	1%	5	6%	-17%	6	-8%
Cn1nnnc1SCc1nc2ccccc2[nH]1	i	-1.8	1%	7	-7%	-12%	-9	-3%
Cc1cc(C)c(N(C(=O)c2csnn2)C(C(=O)NC2CCCC2)c2ccncc2)c(C)c1 (stereo not given)	i	-3.0	1%	25	5%	i	1	0%
CC(C)(C)C1=NN(c2ccc([N+](=O)[O-])cc2)C(c2ccccc2)C1 (stereo not given)	i	1.1	3%	-1	1%	-12%	-6	-17%
COc1ccc(NC(=O)C2=CC(c3ccc(OC)cc3)=NS(=O)(=O)N2C)cc1	i	-1.4	-1%	-8	5%	-40%[inhibitor]	1	-6%
C#Cc1ccc([C@@H]2C=C(C(=O)OCC=C)O[C@H](OCC)[C@H]2CCCO)cc1	i	0.8	x	12	4%	-18%	-26	-11%
CCCCn1cnc2c([nH]c3ccccc32)c1=O	i	-0.8	0%	7	1%	-17%[57.5 µM]	14	0%
Cc1oc(-c2ccccc2)nc1CS(=O)CC(=O)O (stereo not given)	i	-1.2	-9%	8	1%	i	8	0%
O=C(NCc1ccc2c(c1)OCO2)C(=O)NCC1CCCO1 (stereo not given)	i	-2.2	2%	4	15%	-2%	-13	-1%
Cc1ccc(-n2nnnc2CCl)cc1	i	-2.1	1%	0	7%	-35%[inhibitor]	8	2%
CCOC(=O)C1=NN(c2ccccc2)C(c2ccccc2)CC1=O (stereo not given)	i	0.5	0%	-1	10%	i	-21	-2%
Cc1oc(-c2ccccc2F)nc1CSCC(=O)NC1CCC(C)CC1 (stereo not given)	i	-0.7	1%	2	5%	-37%[inhibitor]	16	-5%
O=C(Nc1ccncc1)c1cccc(F)c1	i	-2.6	1%	-2	3%	-62%[inhibitor][57.5 µM]	-14	-3%
Oc1ccc2ccccc2c1CN1CCN(C/C=C/c2ccccc2)CC1	i	2.2	1%	-26	5%	-46%[inhibitor]	-56*	-2%
CCCNC(=O)C1(C)CCCN(C(=O)COCc2ccccc2)C1 (stereo not given)	i	0.0	x	8	-1%	15%	-2	10%
Cc1occc1C(=O)NC1CCCCCCC1	i	0.7	-1%	-14	-5%	i	u	11%

3 compounds from above, ordered by molecular weight, ascending:
SMILES	pAkt inh	CCT modulator	Mm-Cpn inhibitor	D3 ag	EPAC2 agonist	PTHR1 ag	DRD3 antagonist	EPAC2 antagonist
Cc1oc(-c2ccccc2)nc1CS(=O)CC(=O)O (stereo not given)	i	-1.2	-9%	8	1%	i	8	0%
O=C(NCc1ccc2c(c1)OCO2)C(=O)NCC1CCCO1 (stereo not given)	i	-2.2	2%	4	15%	-2%	-13	-1%
Oc1ccc2ccccc2c1CN1CCN(C/C=C/c2ccccc2)CC1	i	2.2	1%	-26	5%	-46%[inhibitor]	-56*	-2%

Next part:
SMILES	pAkt inh	CCT modulator	Mm-Cpn inhibitor	D3 ag	EPAC2 agonist	PTHR1 ag	DRD3 antagonist	EPAC2 antagonist
O=C(O)c1ccc(N2CCOCC2)c(N2C(=O)C3C4C=CC(C4)C3C2=O)c1 (stereo not given)	i	-1.6	0%	16	5%	i	5	13%
CC(C)(C)c1nc2ccc([N+](=O)[O-])cc2[nH]1	i	1.2	2%	18	6%	-77%[inhibitor]	14	12%
Cc1cc(C)n(C(=O)c2ccc([N+](=O)[O-])c(Cl)c2)n1	i	1.2	0%	1	3%	-21%	-7	5%
CC1CN(C(=O)COC(=O)c2ccc(C#N)cc2)CC(C)O1 (stereo not given)	i	0.2	-1%	3	-5%	i	4	21%
